Source: PubChem
SENP7 block = SENP7 protease inhibition | recombinant SENP7, Z-RLRGG-aminoluciferin luminescence, 40 min | 1.5% of 330,000 active | inhibition, % at 5 µM | Q9BQF6;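 active = inhibition above about 50% at the single test dose, limit read from the data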;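 note: plate controls were DMSO with enzyme for no effect and no enzyme buffer wells for full effect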
SENP8 block-1 = blocks the human protease SENP8; inhibition, % at 10 µM; purified SENP8, Z-RLRGG-aminoluciferin cleavage, luminescence; 1.2% of 330,000 active; AID 2540; in the data active = inhibition above about 50%
HKDC1 inh = HKDC1 (human) hexokinase inhibition. recombinant HKDC1, G6PDH/diaphorase resazurin coupled fluorescence. inhibition, % at 20 µM. 0.16% of 340,000 active. AID 493160;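 active = inhibition above about 35% when tested at 20 µM, limit read from the data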;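 note: plate controls were DMSO wells with enzyme for no effect and DMSO wells lacking enzyme for full effect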
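test system = in-house recombinant HK5 (HKDC1) enzyme | amount = HKDC1 at 5 µg/mL | control set = DMSO-enzyme wells negative, buffer-substituted wells positive | compound = one dose of 20 µM, 1% DMSO | schedule = reaction time 90 min, room temperature, protected from light | technique = resorufin fluorescence at 613 nm | reagent = glucose with 1 mM ATP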
SENP8 block-2 = blocks human SENP8 cleavage of Nedd8 substrate; AID 602440; 0.64% of 360,000 active; recombinant SENP8, Nedd8 substrate fluorescence; inhibition, % at 20 µM; in the data active = inhibition mostly above about 40%, no sharp cut-off; inactive = mostly below about 27%
Apaf1 inhib = inhibitors of human Apaf-1 apoptosome. O14727. reconstituted apoptosome caspase-3 activity, DEVD-Rh110 fluorescence. inhibition, % at 20 µM. 0.71% of 330,000 active. AID 489030; active = inhibition of at least 40% at 20 µM;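 note: plate controls were DMSO wells for no effect and DEVD-CHO caspase inhibitor wells for full effect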
Target sequence (O14727 whole entry, looked up): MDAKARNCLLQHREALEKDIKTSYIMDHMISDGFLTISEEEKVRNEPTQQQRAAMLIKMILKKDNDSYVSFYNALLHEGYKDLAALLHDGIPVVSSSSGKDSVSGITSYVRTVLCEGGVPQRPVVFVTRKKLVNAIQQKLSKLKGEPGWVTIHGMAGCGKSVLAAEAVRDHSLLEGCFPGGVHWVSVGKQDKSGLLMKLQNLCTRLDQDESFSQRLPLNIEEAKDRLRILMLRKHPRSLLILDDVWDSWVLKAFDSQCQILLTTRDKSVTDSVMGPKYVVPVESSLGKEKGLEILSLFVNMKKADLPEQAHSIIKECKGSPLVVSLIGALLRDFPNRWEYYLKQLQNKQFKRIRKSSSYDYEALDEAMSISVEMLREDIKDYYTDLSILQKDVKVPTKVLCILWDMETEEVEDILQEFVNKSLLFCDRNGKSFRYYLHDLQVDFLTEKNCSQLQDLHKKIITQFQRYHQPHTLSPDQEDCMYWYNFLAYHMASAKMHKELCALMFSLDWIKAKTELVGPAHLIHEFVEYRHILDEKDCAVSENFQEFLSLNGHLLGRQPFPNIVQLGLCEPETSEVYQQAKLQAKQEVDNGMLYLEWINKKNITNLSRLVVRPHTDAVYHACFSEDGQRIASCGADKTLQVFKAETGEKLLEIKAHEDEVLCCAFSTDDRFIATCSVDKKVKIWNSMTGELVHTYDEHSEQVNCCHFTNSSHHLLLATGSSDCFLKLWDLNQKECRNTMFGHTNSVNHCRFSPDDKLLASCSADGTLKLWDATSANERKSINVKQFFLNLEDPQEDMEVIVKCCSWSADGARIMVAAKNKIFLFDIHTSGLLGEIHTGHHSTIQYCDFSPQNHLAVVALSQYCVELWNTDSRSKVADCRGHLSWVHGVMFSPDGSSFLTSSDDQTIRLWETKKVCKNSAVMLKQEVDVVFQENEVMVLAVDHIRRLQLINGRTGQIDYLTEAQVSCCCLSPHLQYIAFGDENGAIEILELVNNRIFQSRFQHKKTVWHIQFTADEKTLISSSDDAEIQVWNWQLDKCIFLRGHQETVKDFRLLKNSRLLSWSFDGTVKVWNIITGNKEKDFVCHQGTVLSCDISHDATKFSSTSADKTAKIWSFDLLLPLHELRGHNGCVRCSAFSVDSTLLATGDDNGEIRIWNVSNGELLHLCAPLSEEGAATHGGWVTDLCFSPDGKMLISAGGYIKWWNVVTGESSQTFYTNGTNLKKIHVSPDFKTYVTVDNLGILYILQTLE
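System: Apoptosome proteins | Medium: Hepes pH 7.5 with detergent and BSA | Also added: Cytochrome c trigger plus (Z-DEVD)2-Rh110 caspase-3 substrate | Incubation: 30 min compound preincubation, 50 min activation, room temperature | Detection: Rhodamine 110 fluorescence at Ex 480/Em 540 nm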
SENP1 inh = SENP1 (human) catalytic domain inhibition; Q9P0U3; recombinant SENP1 catalytic domain, CyPet-SUMO1-YPet FRET cleavage; inhibition, % at 10 µM; 0.21% of 360,000 active; AID 624204;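 active = inhibition at least 30% at 10 µM, raw YFP signal under a set limit, fluorescence ratio 0.5 to 1.5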;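 note: 0% = enzyme with DMSO and 100% = no enzyme wells; some results filed as inactive read as strong as hits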
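Test system: human SENP1 catalytic domain; medium: Tris pH 8 buffer plus EDTA, NaCl, BME, BSA, NP40, catalase; incubation: 50 min reaction at room temperature; technique: FRET, CFP and YFP emission; controls: no-enzyme low control and enzyme-plus-DMSO high control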
SENP6 block = SENP6 protease inhibition | 1.8% of 330,000 active | Recombinant SENP6 catalytic domain, aminoluciferin luminescence | inhibition, % at 10 µM | Q9GZR1;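 active = inhibition above about 50% at the single tested dose, limit read from the data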;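 note: plate controls were DMSO wells with enzyme for no effect and DMSO wells lacking enzyme for full effect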
PfGluPho inh = PfG6PD (Plasmodium falciparum) enzyme inhibition; inhibition, % at 20 µM; 0.78% of 350,000 active; AID 504690; PfGluPho enzyme, NADPH resazurin-diaphorase fluorescence;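 active = inhibition reaching at least a set limit at 20 µM in the primary screen, cut at about 59% in these data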;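 note: 0% = DMSO wells with substrate and 100% = DMSO wells lacking glucose-6-phosphate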
NLRP3 yeast inh = NALP3 inhibition in yeast. Yeast reconstituted NLRP3/ASC/caspase-1, beta-gal luminescence, 24 h. inhibition, % at 10 µM. 0.39% of 330,000 active. AID 2825;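 active = inhibition of 50% or more; inactive = inhibition below 50%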;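 note: plate controls were induced DMSO wells for no effect and uninduced yeast grown without galactose for full effect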
* = called active by the depositor; x = no result given.

Abbreviations: A = SENP7 block; B = SENP8 block-1; C = HKDC1 inh; D = SENP8 block-2; E = Apaf1 inhib; F = SENP1 inh; G = SENP6 block; H = PfGluPho inh; I = NLRP3 yeast inh
1. CCOC(=O)CC1C(=O)NCCN1S(=O)(=O)c1ccc(NC(C)=O)cc1 (stereo unspecified)
  A: -4 | B: -7 | C: 0 | D: 7 | E: -8 | F: -1 | G: -6 | H: -16 | I: 5

2. COc1cc(/C=N/NC(=O)c2ccncc2)ccc1OC(=O)c1cc(OC)c(OC)c(OC)c1
  A: 5 | B: 2 | C: 6 | D: 1 | E: 8 | F: 1 | G: -4 | H: 6 | I: 9

3. CCn1cc(/C=C/C(=O)Nc2ccn(Cc3c(F)c(F)cc(F)c3F)n2)cn1
  A: 1 | B: 13 | C: 7 | D: 29* | E: 10 | F: 1 | G: 7 | H: 37 | I: -1

4. NC(=O)C1=C[C@H](c2ccc(Br)cc2)C[C@H](OCc2ccc(CO)cc2)O1
  A: -10 | B: -8 | C: 6 | D: 1 | E: 18 | F: -1 | G: -6 | H: 7 | I: 5

5. CCOc1ccc(OCCC(=O)N(CC)CC(=O)NCc2cccs2)cc1
  A: -2 | B: -10 | C: -2 | D: 6 | E: -4 | F: 2 | G: -15 | H: 3 | I: 12

6. CNC(=O)COc1ccc(-c2nn(C)c(=O)c3ccccc23)cc1
  A: -5 | B: 1 | C: -4 | D: 23 | E: 5 | F: 2 | G: -4 | H: -9 | I: -1

7. CCOc1ccccc1N1CCN(C(=O)Cc2ccc(S(=O)(=O)N3CCOCC3)s2)CC1
  A: 9 | B: -6 | C: -4 | D: 13 | E: -2 | F: 7 | G: -7 | H: 2 | I: 15

8. O=C(Cc1cccs1)N/N=C/C=C/c1ccccc1[N+](=O)[O-]
  A: 7 | B: 6 | C: -7 | D: 27 | E: -4 | F: 4 | G: -4 | H: 4 | I: 36

9. CN(C)c1ccc(-c2nnc(-c3ccc(S(=O)(=O)C(F)F)cc3)o2)cc1
  A: -5 | B: -4 | C: -9 | D: -345 | E: -2 | F: 6 | G: -8 | H: -16 | I: 15

10. COc1ccc2nc(NC(=O)CS(=O)(=O)Cc3ccccc3)sc2c1
  A: -5 | B: -7 | C: -7 | D: -20 | E: 9 | F: 0 | G: -10 | H: -10 | I: 30

11. Cc1nc2c(c(=O)n1CCC(C)C)c1nc3ccccc3nc1n2Cc1ccc2c(c1)OCO2
  A: 9 | B: -4 | C: -7 | D: x | E: 9 | F: x | G: -5 | H: 7 | I: -16

12. Cc1cccc(NC(=O)COC(=O)c2n[nH]c3ccccc23)c1C
  A: 1 | B: 5 | C: -6 | D: -7 | E: -13 | F: -3 | G: -5 | H: -9 | I: 6

13. CCCNC(=O)CCNC(=O)c1ccc(C(C)(C)C)cc1
  A: 4 | B: -2 | C: -9 | D: 6 | E: -14 | F: 3 | G: 15 | H: -1 | I: 8

14. COc1ccc(NC(=O)Nc2cc(C)ccc2F)cc1OC
  A: 33 | B: -2 | C: -2 | D: 11 | E: 4 | F: 2 | G: 32 | H: 3 | I: 2

15. CC(C(=O)Nc1ccc2c(c1)OCO2)N1CCN(C)CC1 (stereo unspecified)
  A: 9 | B: -5 | C: -1 | D: 26 | E: -18 | F: 3 | G: -16 | H: 2 | I: 9

16. CC(C)C(=O)c1cn(CC(=O)N2CCCc3ccccc32)c2ccccc12
  A: -1 | B: -1 | C: 4 | D: 8 | E: 7 | F: 2 | G: -22 | H: -1 | I: 19

17. Cn1c(=O)n(C)c2cc(N3CCCC3)c(NC(=O)c3cccc(F)c3)cc21
  A: -1 | B: 6 | C: -1 | D: -70 | E: 7 | F: -7 | G: 11 | H: 44 | I: 4

18. N/C(=N\OS(=O)(=O)c1ccccc1)c1cccnc1
  A: x | B: x | C: -7 | D: 15 | E: x | F: 0 | G: x | H: -10 | I: x

19. COc1cc(NS(=O)(=O)c2ccc(NC(=S)NC(=O)/C=C/c3ccc(OC)c(OC)c3)cc2)ncn1
  A: -7 | B: 10 | C: 22 | D: -76 | E: -13 | F: -16 | G: -11 | H: -13 | I: 21

20. CCCn1c2c(c(O)c(C(=O)Nc3ncccc3C)c1=O)CCCC2
  A: 8 | B: -1 | C: -2 | D: 6 | E: 3 | F: 3 | G: 0 | H: 17 | I: -9

21. Cc1onc(-c2ccccc2)c1C(=O)n1cc(Br)cn1
  A: 3 | B: 4 | C: 3 | D: 2 | E: -13 | F: 5 | G: 0 | H: 2 | I: 10

22. OC(COc1ccc2cc(Br)ccc2c1)CN1CCCC1 (stereo unspecified)
  A: -3 | B: 1 | C: 9 | D: 26 | E: 7 | F: -1 | G: -13 | H: -3 | I: 12

23. CCCCc1c(O)nc(SCC(=O)O)[nH]c1=O
  A: -3 | B: -9 | C: -11 | D: 8 | E: 9 | F: -1 | G: -20 | H: 7 | I: 3

24. CCOC(=O)c1cn(CC)c2cc(N3CCOCC3)c(F)cc2c1=O
  A: 1 | B: -6 | C: 2 | D: -411 | E: 1 | F: 2 | G: 12 | H: -3 | I: 10

25. O=c1c2ccccc2[nH]c(=S)n1CC1CCCO1 (stereo unspecified)
  A: 1 | B: -3 | C: -4 | D: 28 | E: -2 | F: 1 | G: -9 | H: -15 | I: 11

26. COc1ccc(NC(=O)COc2ccc(/C=N/n3c(C)nnc3C)cc2OC)cc1
  A: 4 | B: 11 | C: 3 | D: 1 | E: -9 | F: -2 | G: 0 | H: -13 | I: -6

27. Cc1ccc(S[C@@H](CCN2CC[C@H](NC(=O)OCc3ccccc3)CCC2=O)c2ccccc2)cc1
  A: 2 | B: -1 | C: 4 | D: 6 | E: 24 | F: 1 | G: -6 | H: 34 | I: 14

28. O=C(CSc1nnc(NC(=O)C2CC2)s1)Nc1ccccc1Cl
  A: 3 | B: 1 | C: 1 | D: 13 | E: 1 | F: 1 | G: 9 | H: -31 | I: 7

29. CCCCCCC1CCC(C(=O)Nn2c(C)nc3ccccc3c2=O)CC1 (stereo unspecified)
  A: 6 | B: 5 | C: -7 | D: 17 | E: 6 | F: 0 | G: 4 | H: 6 | I: 14

30. O=C(Nc1ccncc1)c1cc(-c2ccccn2)nc2ccc(Br)cc12
  A: -2 | B: 3 | C: 6 | D: -5 | E: -3 | F: -1 | G: -27 | H: 3 | I: -2

31. O=C(Cc1n[nH]c(=O)c2ccccc12)Nc1cc(Cl)ccc1-n1cncn1
  A: -1 | B: -13 | C: -5 | D: 8 | E: 3 | F: 1 | G: -10 | H: -9 | I: 4

32. CCOCC(=O)Nc1ccc(C(=O)Nc2ccccc2Cl)cc1
  A: -7 | B: 2 | C: x | D: x | E: -4 | F: x | G: -7 | H: x | I: 21

33. Cc1csc(=N)n1CC(=O)N1CCc2ccccc21
  A: -2 | B: -7 | C: -2 | D: 20 | E: -2 | F: 1 | G: 4 | H: 1 | I: 18

34. COc1cc(OC)c(-c2nc3ccccc3s2)cc1OC
  A: 4 | B: -10 | C: -4 | D: -399 | E: 0 | F: -1 | G: -8 | H: -7 | I: 43

35. Cc1ccc(N/C=C/C(=O)c2cccs2)cc1
  A: 93* | B: 94* | C: -5 | D: -163 | E: -2 | F: -37 | G: 93* | H: -4 | I: 16

36. Cc1ccc(S(=O)(=O)N2CCN(C(=O)COc3ccc(-c4nnco4)cc3)CC2)cc1
  A: -2 | B: 0 | C: 6 | D: 33 | E: 4 | F: 1 | G: -3 | H: -7 | I: -4

37. Cn1c(C(=O)N2CCCC(C(=O)NCCCc3ccccc3)C2)cc2sccc21 (stereo unspecified)
  A: -1 | B: 1 | C: -3 | D: 12 | E: 10 | F: -2 | G: 6 | H: 2 | I: 25

38. O=C(Nc1ccc(F)cc1)c1ccccc1Oc1ccc(C(F)(F)F)cc1[N+](=O)[O-]
  A: 7 | B: 0 | C: 2 | D: 8 | E: 9 | F: 0 | G: -14 | H: 31 | I: 10

39. COc1ccc(N(Cc2cc3cc(C)ccc3[nH]c2=O)C(C)=O)cc1
  A: 4 | B: -13 | C: -5 | D: -143 | E: -8 | F: -1 | G: 10 | H: 3 | I: 14

40. CCc1ccc(N2C(=O)CN(CC(=O)OC)C2=S)cc1
  A: 1 | B: -8 | C: -6 | D: 3 | E: -2 | F: 0 | G: 1 | H: 6 | I: 9

41. CN1CCCN(C(=O)c2ccccc2Cl)CC1
  A: 2 | B: -13 | C: 7 | D: 11 | E: 1 | F: 2 | G: -2 | H: -23 | I: -4

42. Cc1cc(C(=O)OCC(=O)N2CC(=O)Nc3ccccc32)no1
  A: -7 | B: 1 | C: -3 | D: 5 | E: -9 | F: -17 | G: 14 | H: -3 | I: 0

43. COc1ccc(CNC(=O)CSc2nnc(C(F)(F)F)n2C)cc1
  A: 7 | B: -3 | C: -3 | D: 3 | E: -8 | F: 3 | G: -4 | H: 9 | I: 27

44. COc1ccc(CO/N=C/c2c(C)[nH]c(=O)[nH]c2=O)cc1
  A: 0 | B: -5 | C: -1 | D: 13 | E: 0 | F: 2 | G: -22 | H: -2 | I: 11

45. COc1ccc(S(=O)(=O)n2nc(OCc3cccs3)cc2N)cc1
  A: -16 | B: -16 | C: -6 | D: 5 | E: 10 | F: 2 | G: -23 | H: -4 | I: 20

46. CN(C)S(=O)(=O)c1cccc(NC(=O)COc2nc3ccccc3nc2N2CCOCC2)c1
  A: 2 | B: 2 | C: -5 | D: -27 | E: 4 | F: -16 | G: 11 | H: 31 | I: 1

47. CCOc1ccc(-n2c(COc3ccccc3)nnc2SCC(N)=O)cc1
  A: 5 | B: 0 | C: 3 | D: -1 | E: 8 | F: -1 | G: -2 | H: 4 | I: 4

48. CC(C)NC(=O)CCNS(=O)(=O)c1ccc(Br)cc1
  A: 5 | B: -4 | C: 3 | D: 8 | E: -3 | F: -1 | G: 3 | H: -15 | I: -2

49. Cc1cc(OCCN2CCC(Cc3ccccc3)CC2)ccc1[N+](=O)[O-]
  A: 1 | B: 4 | C: 7 | D: 19 | E: 11 | F: 0 | G: -14 | H: -7 | I: 34

50. COc1ccc(S(=O)(=O)N2CC(C(=O)O)Oc3ccccc32)cc1 (stereo unspecified)
  A: 2 | B: 0 | C: 0 | D: 14 | E: 3 | F: 2 | G: -20 | H: 12 | I: 2

51. COc1ccc(CNC(=O)[C@H](C)[C@@H]2C[C@@]2(C)[C@@H](NC(=O)OCc2ccccc2)c2ccccc2)cc1OC
  A: 5 | B: -8 | C: 0 | D: x | E: 18 | F: x | G: -10 | H: -2 | I: 8

52. COc1cc(NC(=O)C(Cc2ccccc2)n2cccc2)cc(OC)c1 (stereo unspecified)
  A: 3 | B: 2 | C: 2 | D: 19 | E: 0 | F: -2 | G: 9 | H: 9 | I: -7

53. Cc1nc2ccccc2c2ncccc12
  A: -3 | B: -2 | C: -2 | D: 21 | E: 2 | F: 1 | G: -18 | H: 4 | I: 3

Nos. 46 to 48 from above:
Abbreviations: A = SENP7 block; B = SENP8 block-1; C = HKDC1 inh; D = SENP8 block-2; E = Apaf1 inhib; F = SENP1 inh; G = SENP6 block; H = PfGluPho inh; I = NLRP3 yeast inh
46. CN(C)S(=O)(=O)c1cccc(NC(=O)COc2nc3ccccc3nc2N2CCOCC2)c1
  A: 2 | B: 2 | C: -5 | D: -27 | E: 4 | F: -16 | G: 11 | H: 31 | I: 1

47. CCOc1ccc(-n2c(COc3ccccc3)nnc2SCC(N)=O)cc1
  A: 5 | B: 0 | C: 3 | D: -1 | E: 8 | F: -1 | G: -2 | H: 4 | I: 4

48. CC(C)NC(=O)CCNS(=O)(=O)c1ccc(Br)cc1
  A: 5 | B: -4 | C: 3 | D: 8 | E: -3 | F: -1 | G: 3 | H: -15 | I: -2
